hcGAS inh = blocks human cGAS activity; Q8N884; recombinant h-cGAS, ATP depletion, Kinase-Glo luminescence; inhibition, % at 12.5 µM; AID 1259398; hit rate 0.081% among 290,000;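 further: 0% = vehicle reaction and 100% = reaction without DNA for no activity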
Target sequence (Q8N884 whole entry, looked up): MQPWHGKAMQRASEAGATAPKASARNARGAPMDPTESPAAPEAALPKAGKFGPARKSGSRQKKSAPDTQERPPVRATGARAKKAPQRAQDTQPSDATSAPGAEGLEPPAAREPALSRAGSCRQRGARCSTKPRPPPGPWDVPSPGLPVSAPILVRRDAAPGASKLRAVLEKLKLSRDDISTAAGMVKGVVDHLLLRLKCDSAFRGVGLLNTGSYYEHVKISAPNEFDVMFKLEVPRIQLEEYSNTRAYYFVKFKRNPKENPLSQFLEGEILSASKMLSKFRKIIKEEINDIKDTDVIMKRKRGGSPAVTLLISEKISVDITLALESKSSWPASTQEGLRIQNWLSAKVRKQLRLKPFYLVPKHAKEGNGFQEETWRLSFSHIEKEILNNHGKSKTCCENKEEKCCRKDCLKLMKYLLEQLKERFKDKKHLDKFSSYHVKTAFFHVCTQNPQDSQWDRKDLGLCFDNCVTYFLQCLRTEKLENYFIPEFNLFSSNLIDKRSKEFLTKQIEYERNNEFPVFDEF
mcGAS lum = mouse cGAS inhibition by luminescence; hit rate 0.15% among 160,000; recombinant cGAS, Kinase-Glo ATP depletion luminescence; Q8C6L5; inhibition, % at 12.5 µM; AID 1259399;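 further: 0% = negative control wells and 100% = reference inhibitor with no enzyme activity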
NPYLR7 ag = activates Aedes aegypti NPYLR7 receptor; HEK293T NPYLR7/Galpha15, GCaMP6s calcium fluorescence; activation, % at 10 µM; hit rate 0.15% among 270,000; AID 1259423; in the data active means activation above about 40%;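 further: 0% = vehicle and 100% = reference agonist at the receptor; some compounds past the cut are filed as inactive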
Active calls of the source: *; x = not tested or not shown; & = joins results of further samples. Unless noted, no stated cut-off is given here; in the data, active means inhibition above about 40%; inactive means the rest.

nr	mol	hcGAS inh	mcGAS lum	NPYLR7 ag
1	COc1ccc2c(c1OC)C(=O)OC2CC(=O)c1ccc([N+](=O)[O-])cc1 (stereo unspecified)	-4	58*	-6
2	Cc1nccc(-c2ccccc2)c1C(=O)N1CC(c2cccnc2)C1	-5	x	12
3	C=CCN(Cc1ccccc1C)C(=O)Cc1nc(C)sc1C	-1	x	-20
4	CCCc1ccccc1N1C(=O)CSC1c1cccc(NC(=O)c2cc(OC)cc(OC)c2)c1 (stereo unspecified)	-6	-4	13
5	COC(=O)c1ccc(C(=O)OC)c(NC(=O)c2cc3ccccc3oc2=O)c1	-5	-7	-6
6	CC(C)(C)c1ccc(-c2nc(-c3nonc3N)no2)cc1	-8	x	0
7	Cc1cccc(-c2cc(N)n(-c3ccc(C(=O)NCc4cccnc4)cc3)n2)c1	2	2	-10
8	CC1CCCC(NC(=O)NCc2ccccc2-n2ccnc2)C1C (stereo unspecified)	-10	x	3
9	COC(=O)c1sccc1NS(=O)(=O)c1ccc(NC(C)=O)cc1	6	x	3
10	Cc1ccc(Cc2nsc(N3CCC(CNC(=O)Nc4ccc(C)cc4C)CC3)n2)cc1	-6	-4	-6
11	CN(CC(=O)c1ccc(O)cc1)Cc1ccnc2ccccc12	-5	x	22
12	CNC(=O)c1cc(NC(=O)NC(C)c2cn(C)nc2C)ccc1F (stereo unspecified)	-6	x	15
13	O=C(CCCc1cccs1)N1CCN(S(=O)(=O)c2cc(F)ccc2F)CC1	-2	x	-2
14	O=C(COCc1ccccc1)N1CCC(n2c(=O)oc3ccc(Cl)cc32)CC1	-10	-7	2
15	CC(C)c1csc(CN2CCC(n3nccc3NC(=O)c3ccccc3)CC2)n1	-5&-9	-9&-4	11&13
16	CCCCCn1c(=O)c2c(nc3n(CCO)c(C)cn23)n(C)c1=O	-4	x	2
17	COC(=O)c1ccccc1C(=O)N(CCCN(C)C)c1nc2c(C)ccc(Cl)c2s1	-6	-8	4
18	O=C(NC1CC1)C(c1ccccc1)N1CCN(S(=O)(=O)c2cccc(Br)c2)CC1 (stereo unspecified)	-4	-7	-8
19	CC(C)c1ccc(Nc2ncnc3c2nnn3C)cc1	-5	x	11
20	CCn1cnnc1CN(C)c1ccc(-c2nc(-c3ccccc3F)no2)cn1	-8	x	20

2 compounds from above, showing only NPYLR7 ag:
entry	Structure	NPYLR7 ag
1	COc1ccc2c(c1OC)C(=O)OC2CC(=O)c1ccc([N+](=O)[O-])cc1 (stereo unspecified)	-6
2	Cc1nccc(-c2ccccc2)c1C(=O)N1CC(c2cccnc2)C1	12

The results go on.
nr	mol	hcGAS inh	mcGAS lum	NPYLR7 ag
21	COc1ccc(CCN(C)C2CCCN(C(=O)/C=C/c3ccco3)C2)cc1OC (stereo unspecified)	-4&-8	x	19&2
22	O=C(Nc1nc(-c2ccccc2)cs1)c1cncc(Br)c1	-6	x	6
23	CN(CCNc1ncc(F)c(N2CCOCC2)n1)S(C)(=O)=O	-3	x	-1
24	O=C(c1ccc(-c2ccccc2)c(F)c1)C1CCCN(C(=O)c2n[nH]c3c2CCC3)C1 (stereo unspecified)	-12	-9	2
25	Clc1ccc(-c2cn3c(n2)SCC3)cc1	4	1	1
26	C=CCn1c(=O)c2c(nc3n2CC(C)CN3c2ccc(F)cc2)n(C)c1=O (stereo unspecified)	-6	x	3
27	COCCCN(Cc1c(-c2ccccc2)noc1N(C)C1CCCCC1)C(=O)c1cccc(F)c1	1	-4	-3
28	COC(=O)c1ccc(C(=O)N(CCN(C)C)c2nc3ccc(Cl)cc3s2)cc1	-5	-6	-2
29	O=C(CC(=O)NCc1ccco1)NCc1ccco1	2	0	11
30	O=C1c2ccccc2C(=O)c2c(NCc3ccccc3)cccc21	1	-4	7
31	CCCc1[nH]n(-c2ccc([N+](=O)[O-])cc2)c(=O)c1C=NCCc1ccc(S(N)(=O)=O)cc1	-7	x	-5
32	CC(=O)NC(C)c1ccc(-n2cnc3c(C)ncnc32)cc1 (stereo unspecified)	-2	x	6
33	CCC(C(=O)Nc1ccc(OC)cc1)n1c(=O)n(-c2ccccc2Cl)c(=O)c2ccc(Cl)cc21 (stereo unspecified)	2	0	-4
34	CCc1nc2ccc(C(=O)NCCC(C)C)cn2c1N(CC)CC(=O)N(C)C	-6	-2	5
35	c1cc(CCn2ccnc2-c2ncc[nH]2)ccn1	-5	-16	10
36	COc1ccc(Cl)cc1C(=O)Nc1cc(C)nn1-c1nc(C)c(C)c(=O)[nH]1	-11	-8	9
37	CC[C@@]1(O)CCN(CCCN2CCN(c3cccc(Cl)c3)CC2)C[C@H]1O	-18	-7	x
38	O=C1NCC2(CCN(C(=O)CC3CCc4ccccc43)CC2)O1 (stereo unspecified)	-4	-16	7
39	COc1cccc(CN2CCC(C(=O)Nc3cccc(-c4cccc(F)c4)c3)CC2)c1OC	0	x	2
40	CCN(CC)c1ccc(S(=O)(=O)N2CCCCC2)cc1NC(=O)c1ccc(C)nc1	-4	-11	-2

Continued, starting with the last seven of the part before.
nr	mol	hcGAS inh	mcGAS lum	NPYLR7 ag
34	CCc1nc2ccc(C(=O)NCCC(C)C)cn2c1N(CC)CC(=O)N(C)C	-6	-2	5
35	c1cc(CCn2ccnc2-c2ncc[nH]2)ccn1	-5	-16	10
36	COc1ccc(Cl)cc1C(=O)Nc1cc(C)nn1-c1nc(C)c(C)c(=O)[nH]1	-11	-8	9
37	CC[C@@]1(O)CCN(CCCN2CCN(c3cccc(Cl)c3)CC2)C[C@H]1O	-18	-7	x
38	O=C1NCC2(CCN(C(=O)CC3CCc4ccccc43)CC2)O1 (stereo unspecified)	-4	-16	7
39	COc1cccc(CN2CCC(C(=O)Nc3cccc(-c4cccc(F)c4)c3)CC2)c1OC	0	x	2
40	CCN(CC)c1ccc(S(=O)(=O)N2CCCCC2)cc1NC(=O)c1ccc(C)nc1	-4	-11	-2
41	CCN(Cc1cc(=O)n2nc(C)sc2n1)C(C)c1cc2ccccc2o1 (stereo unspecified)	2	x	-1
42	Cc1nnc2n1CC(CNCc1ccc(N3CCCCC3)cc1)CC2 (stereo unspecified)	-7&-10	-8	7&9
43	COCCN(CC(=O)N(C)C)C(=O)C1(c2cccc(F)c2)CCC1	-5	x	3
44	Cc1sc2nc(CN(C)Cc3ccccc3)[nH]c(=O)c2c1C	-5	-3	3
45	O=C(NCCCN1CCOCC1)C(C1CCCC1)N1CCN(C(=O)c2ccco2)CC1 (stereo unspecified)	-3	-3	-7
46	O=c1c(-c2ccc(O)cc2)coc2cc(O)ccc12	-4&-5	-2	-8&-5
47	Cc1ccccc1-c1nc(SCc2cccnc2)c2c(=O)n(C)c(=O)n(C)c2n1	0	-3	-7
48	CN1C(CCl)Nc2cc(Cl)c(S(N)(=O)=O)cc2S1(=O)=O (stereo unspecified)	-1	x	-3
49	C[C@@H](Oc1ccc(Oc2cnc3ccc(Cl)cc3n2)cc1)C(=O)O	10	-4	6
50	COCC(O)CN(Cc1cccn1Cc1ccccc1F)CC(C)C (stereo unspecified)	4	1	x
51	Cc1ccc(-c2nnc(SCC(=O)N(C)C3CCCCC3)o2)cc1	5	x	7
52	CNC(=O)[C@@H]1[C@@H](OC)C(=O)N(C)C12CCN(C(=O)c1ccc3c(c1)OCO3)CC2	1	-4	8
53	COc1ccc2oc(=Nc3cccc(C(N)=O)c3)c(C(N)=O)cc2c1	-4	x	-1
54	CC(C)(C)C(=O)N1N=C(c2cccc(NS(C)(=O)=O)c2)CC1c1ccccc1F (stereo unspecified)	-14	-8	x
55	COc1ccc(-c2nn(CN(C)Cc3ccc(F)cc3)c(=S)o2)c(OC)c1	9	3	3
56	CN(C(=O)OC(C)(C)C)C1CCN(CC(F)(F)F)C1=O (stereo unspecified)	-2	x	-8
57	Cc1c(C(=O)N2CCCC2)cnn1C(C)(C)C	-4	-3	-1
58	COCCn1cc(NC(=O)N2CCCCC2)c2ccccc21	12	x	13
59	CCc1nnc(CN(CC)C(=O)c2ccc(-n3nc(C)cc3C)cc2)o1	-4	-3	-5
60	Cc1cc2nc(Sc3nnc(C)n3C)c3ccccc3n2n1	-3	x	1

Next part:
nr	mol	hcGAS inh	mcGAS lum	NPYLR7 ag
61	O=C(Nc1ccccn1)c1ccc(N2CCCCCC2)nc1	-9	x	4
62	Brc1ccc(-n2cnnn2)c2ncccc12	-4	x	-1
63	O=S(=O)(Nc1cccnc1)c1ccc(Oc2ccccc2Cl)cc1	-10&-6	-6	-1&-1
64	O=C(CCCNC(=O)c1ccsc1)Nc1ccccc1	0	-1	4
65	O=C(O)C1C2C=CC(C2)C1C(=O)NCc1ccoc1 (stereo unspecified)	-11	-4	2
66	C/C(=C\c1ccccc1)CN1CCCC(N2CCN(c3ccccc3F)CC2)C1 (stereo unspecified)	-6	x	0
67	CC(OC(=O)c1ccc(-n2cccc2)cc1)C(=O)N(C)c1ccccc1 (stereo unspecified)	-10	x	11
68	Cc1ccc(C)c(C(C)CNC(=O)CCc2nc3cc(S(=O)(=O)N(C)C)ccc3n2C)c1 (stereo unspecified)	0	0	-4
69	COCCCNCC(=O)N(CCc1c[nH]c2ccccc12)Cc1ccc(C(F)(F)F)cc1	0	-1	4
70	CC(N)(C(=O)O)c1ccc(C(=O)O)cc1 (stereo unspecified)	-7	-3	3
71	CNC(=O)CC1CCN(CCC(F)(F)F)CC1	-3	-10	2
72	CC(Oc1ccc(C(C)(C)C)cc1)C(=O)NCC1(N2CCOCC2)CCCCC1 (stereo unspecified)	-12	-5	x
73	COc1ccc(OC)c(NC(=O)Cn2ccn3nc(-c4ccc(C)cc4)cc3c2=O)c1	-8	-9	5
74	C[C@@H]1CN(Cc2ccc3c(c2)CN(Cc2cccn2-c2ccccn2)CCO3)C[C@H](C)O1	-6	-12	21
75	COc1ccc(Br)cc1S(=O)(=O)N1CCc2ccccc2C1	-6	-2	5
76	COc1cccc(CN2C[C@H]3CC=CC[C@H]3C2)c1OCCN1CCOCC1	-4	-11	7
77	CC(C)CN1CCC1(C)C(=O)NCCc1cccs1 (stereo unspecified)	-9	x	7
78	COc1cccc(C(=O)Nc2ccc(Nc3ccc(-n4nc(C)c(C)c4C)nn3)cc2)c1	-4	-7	-3
79	N#Cc1c(SCc2ccccc2)nc2c(c1-c1cccs1)CCCC2	-3	x	0
80	Cc1ccc(Cc2nc(N3CCCN(Cc4ccccc4O)CC3)c3c(C)nn(-c4ccccc4)c3n2)cc1	-3	-5	10

Following part
nr	mol	hcGAS inh	mcGAS lum	NPYLR7 ag
81	O=C(NCc1ccccc1)c1cnc(N2CCN(Cc3ccccc3)C2=O)s1	-6	x	-1
82	Cc1cccnc1NC(=O)C1CCCN(c2c(F)cc(C#N)cc2F)C1 (stereo unspecified)	-5	x	-2
83	O=C(CCCCCNC(=O)OCc1ccccc1)NCCc1nc2ccccc2[nH]1	-5	-3	-14
84	Cn1c(=O)c2c(nc(Br)n2CCCc2ccccc2)n(C)c1=O	-9	0	1
85	Cc1cc(C)n2nc(CC(=O)N3CCCC3Cn3cccn3)nc2n1 (stereo unspecified)	-8	x	1
86	O=C(CN(CCCN1CCOCC1)C(=O)Nc1ccc([N+](=O)[O-])cc1)N(Cc1ccc(F)cc1)Cc1ccco1	5	-2	-1
87	CCCCCOc1ccc(C(=O)N2CCC(O)(c3ccc(Cl)cc3)CC2)cc1OCCCCC	-3	x	-8
88	CC(Oc1ccccc1)C(=O)N1CCN(C(c2ccccc2)c2ccc(Cl)cc2)CC1 (stereo unspecified)	0	-4	-4
89	O=C(N[C@@H]1CCC[C@H]1OCc1ccccc1)c1cc2n(n1)CCCNC2	-8	x	-2
90	Cc1ccccc1C(=O)Nc1nnc(SCc2c(Cl)cccc2Cl)s1	-3	-3	30
91	CCn1cc(S(=O)(=O)N2CC(COC)C3(CCNCC3)C2)cn1 (stereo unspecified)	-13	-6	x
92	COc1ccc(CN(CCc2c[nH]c3ccccc23)C(=O)CN(C(=O)c2ccccc2Cl)C2CC2)cc1OC	-11	-4	-7
93	CC(=O)OCC(=O)[C@H]1CCC2C3CCC4=CC(=O)CC[C@]4(C)C3CC[C@@]21C (stereo partly specified)	-3	x	-1
94	CN1CCNC(=O)C12CCN(C(=O)Cn1nc3ccccc3n1)CC2	4	-8	5
95	CCC1SC(=C(C#N)C(=O)NCc2ccco2)N(c2ccc(F)cc2)C1=O (stereo unspecified)	-20	-5	13
96	COc1ccc(NC(=O)N(Cc2nc(C(=O)N3CCN(c4ccc([N+](=O)[O-])cc4)CC3)cs2)C(C)C)cc1	1	-3	x
97	Cc1nn(-c2ccccc2)c2nc(CC(C)C)nc(N3CCN(C(=O)Cc4ccc(F)cc4)CC3)c12	-1	-3	-1
98	N#CCCNS(=O)(=O)c1cccc(C(=O)Nc2cccc3c2CCCC3)c1	-14	-6	8
99	Cc1noc(C)c1S(=O)(=O)NC1CCCc2c1cnn2C (stereo unspecified)	6	x	-29
100	OCCn1cnc(-c2ccccc2)c1-c1ccc(C2CCCCO2)s1 (stereo unspecified)	-4	-17	6
101	Cc1ccc(N=CC(C#N)c2nc3ccccc3n2C)cc1 (stereo unspecified)	-1	-6	0
102	O=C(C1CCCCO1)N1CCn2nc(-c3nc4ccc(F)cc4[nH]3)cc2C1 (stereo unspecified)	-1	x	1

Rows were taken by chance; 0.27% or so of the library scored in one or more.
